Compound activity deposited in PubChem by several laboratories.
rCAG binder: molecules binding r(CAG) RNA repeats; r(CAG) RNA repeat, TO-PRO-1 dye displacement fluorescence; inhibition, % at 3 µM; 370,000 compounds, 1.3% hits;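 active means inhibition above the plate cutoff, the mean of all test compounds on that plate plus 3 SD, cut at about 35% in these data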;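 further: 0% = DMSO alone and 100% = 100 µM mitoxantrone as full dye displacement; higher means more dye released from RNA so lower well fluorescence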
GC-A act: GC-A (human) enzyme activation | activation, % at 10 µM | AID 1671463 | P16066 | HEK293 GC-A cells, cGMP TR-FRET, EC30 ANP; 0% at EC30 ANP, 100% saturating ANP | 370,000 compounds, 0.14% hits; in the data active means activation above about 40%
SIAE inh: blocks human sialic acid acetylesterase | Q9HAT2 | SIAE FP-Rh probe binding, fluorescence polarization | inhibition, % at 9.66 µM | 370,000 compounds, 0.69% hits;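 active means inhibition above a cutoff: mean of compounds within the control limits plus 3 SD of those, cut at about 17% in these data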;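 further: 0% = plate median of compound wells and 100% = probe without SIAE protein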
NPR2 activator: GC-B (human) receptor activation; P20594; HEK293-GC-B cells, CNP EC30, cGMP TR-FRET; 0% at EC30 CNP, 100% saturating CNP; activation, % at 10 µM; 370,000 compounds, 0.11% hits; AID 1920062;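 active means activation at 10 µM reaching about 35% in either raw or pattern-adjusted values, limit read from the data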
MBD2 inh: MBD2-methylated oligo binding inhibition; TR-FRET, MBD2 binding to methylated oligonucleotide; 370,000 compounds, 0.31% hits; inhibition, % at 4.4 µM; Q9UBB5; in the data active means inhibition above about 13%
ABHD4 inh: ABHD4 (mouse) inhibition, primary FP screen; Q8VD66; purified mABHD4, FP-Rh probe fluorescence polarization; inhibition, % at 8.92 µM; 370,000 compounds, 0.54% hits; AID 720543;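 active means inhibition exceeding the mean over every tested compound plus 3 SD, cut at about 30% in these data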;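 further: 0% = plate median of compound wells and 100% = S159A mutant with DMSO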
Target sequence (Q8VD66 whole entry, looked up): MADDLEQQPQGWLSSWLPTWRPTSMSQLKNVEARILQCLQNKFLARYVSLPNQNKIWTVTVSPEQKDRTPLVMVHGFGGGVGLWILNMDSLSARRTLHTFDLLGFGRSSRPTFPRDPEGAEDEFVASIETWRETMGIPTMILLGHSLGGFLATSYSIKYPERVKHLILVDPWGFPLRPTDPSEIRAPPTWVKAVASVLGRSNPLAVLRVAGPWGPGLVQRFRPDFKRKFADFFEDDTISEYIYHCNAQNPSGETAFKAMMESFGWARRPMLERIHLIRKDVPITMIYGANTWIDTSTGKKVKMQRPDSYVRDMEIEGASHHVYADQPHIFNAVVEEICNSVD
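Assay system: mABHD4 protein; medium: HEPES pH 7.0, NaCl, Pluronic buffer; dosing: 8.92 µM, single dose; schedule: 45 min + 60 min at 25 °C; signal: FP readout, ex 525 nm / em 598 nm; read-out: normalized percent inhibition of probe labeling; repeats: single replicate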
TCR-CD3 inh: human TCR-CD3 binding inhibition; TAMRA-labeled TCR probe fluorescence, biochemical; inhibition, % at 9.4 µM; 360,000 compounds, 0.37% hits; AID 651800; in the data active means inhibition above about 19%;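 further: recombinant mutant TCR 2C K166C tagged with TAMRA read by polarization; 0% = receptor in buffer alone and 100% = receptor with positive control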
HTRA1 inhibitor: blocks human HTRA1 serine peptidase; Q92743; recombinant HTRA1, FP-rhodamine activity-based probe, fluorescence polarization; inhibition, % at 5.96 µM; 340,000 compounds, 0.5% hits; AID 504803; in the data active means inhibition above about 36%;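 further: 0% = enzyme with DMSO and 100% = wells lacking enzyme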
UHRF1 MBD2 ctr: UHRF1 methyl-DNA binding inhibition; UHRF1 binding to methylated oligo, TR-FRET; Q96T88; 370,000 compounds, 0.75% hits; AID 687016; inhibition, % at 4.4 µM; in the data active means inhibition above about 21%;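 further: UHRF1 SRA domain binding a hemimethylated CpG hairpin DNA probe; 0% = median of test compound wells and 100% = reference inhibitor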
PRMT1 inh: blocks human protein arginine methyltransferase 1 | 370,000 compounds, 1.3% hits | AID 652257 | inhibition, % at 2.79 µM | Q99873 | recombinant PRMT1, activity-based probe fluorescence polarization;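 active means inhibition above about 21% made by adding two undisclosed values, limit read from the data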
Target sequence (Q99873 whole entry, looked up): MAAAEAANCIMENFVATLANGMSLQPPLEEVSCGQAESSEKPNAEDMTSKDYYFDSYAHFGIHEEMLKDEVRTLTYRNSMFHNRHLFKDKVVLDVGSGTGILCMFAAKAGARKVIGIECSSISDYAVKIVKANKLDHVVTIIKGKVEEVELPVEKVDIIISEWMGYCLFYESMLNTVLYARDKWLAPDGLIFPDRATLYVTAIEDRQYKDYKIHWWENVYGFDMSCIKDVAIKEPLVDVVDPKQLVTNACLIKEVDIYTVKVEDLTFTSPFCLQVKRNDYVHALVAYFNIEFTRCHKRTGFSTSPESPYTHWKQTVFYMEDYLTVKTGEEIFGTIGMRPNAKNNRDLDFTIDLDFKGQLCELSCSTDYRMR
Active calls of the source: *; nt = not tested or not shown; & = joins results of further samples. The list is partial, so the mix of outcomes need not match the whole.

SMILES	rCAG binder	GC-A act	SIAE inh	NPR2 activator	MBD2 inh	ABHD4 inh	TCR-CD3 inh	HTRA1 inhibitor	UHRF1 MBD2 ctr	PRMT1 inh
COc1cccc(-c2nc(CS(=O)CC(=O)NCCCOC(C)C)c(C)o2)c1 (stereo unspecified)	-6	-2	1	-1	-1	-2	4	-1	-1	-2
CCc1cccc(NC(=O)c2ccc(Cn3c(=O)[nH]c4ccsc4c3=O)cc2)c1	3	-4	-19	-1	-4	-2	4	-7	-1	-2
CCCc1nc2ccccc2c(C(=O)N(CC)CC(=O)NCc2cccs2)c1CC	-2	1	-6	5	2	-5	3	1	2	1
O=C(COC(=O)C1CC(=O)N(Cc2ccco2)C1)Nc1nc(-c2ccc(F)cc2)cs1 (stereo unspecified)	10	16	4	0	2	4	-4	-13	0	5
COCCn1c(=NC(=O)CSCC(=O)N2CCOCC2)sc2ccccc21	-6	4	3	-2	0	-3	3	3	-3	-5
O=C1CCCN1C(=O)CSc1ccc2ccccc2n1	0	3	-1	4	-1	3	0	2	0	3
O=c1[nH]c2cc3c(cc2cc1C(c1nnnn1Cc1ccccc1)N1CCCCCC1)OCCO3 (stereo unspecified)	5	5	2	2	7	3	2	-9	-2	-1
Cc1noc(C)c1COc1ccccc1C(=O)NC(C)CCc1ccccc1 (stereo unspecified)	-5	-5	4	-8	1	-8	3	-11	5	4
CCOC1=C2[C@H]([C@H]3C(=O)N(c4ccccc4)C(=O)[C@H]3C1)[C@@H](c1ccccc1)N(S(=O)(=O)c1ccc(C)cc1)[C@H]2c1ccccc1	8	-2	-2	-2	-5	-3	10	nt	-2	0
C[C@@H]1CC=C[C@@H]2[C@H]1C(=O)N(Cc1ccccc1)[C@H]2c1cccc(Br)c1	3	-14	-4	-14	-8	-6	-1	3	-1	-5
CC(=O)c1cccc(-c2ccnc3c2CC(C(=O)NCc2ccco2)O3)c1 (stereo unspecified)	1	-5	-2	-2	3	3	0	nt	-1	2
COc1ccccc1CNC(=O)c1cccc2c1C(=O)N(Cc1cccnc1)C2	-5	2	-2	-6	-2	-6	9	5	2	0
COc1ccc(NC(=O)C(NC(C)=O)C(=O)NCc2ccccc2OC)cc1 (stereo unspecified)	-1	3	-1	-1	-1	3	5	-4	0	2
Cc1cc(C(C)(C)C)cc(C)c1CCNC(=O)c1ccc[n+]([O-])c1	-5	-1	-1	1	0	1	-1	-1	4	6
COc1cccc(CNC(=O)C(=O)N2CCC3(CC2)OCCN3S(=O)(=O)c2ccc(C)cc2)c1	-6	2	0	0	-1	-3	-2	-3	-1	1
O=C(CS(=O)(=O)c1cn(Cc2ccc(Cl)cc2)c2ccccc12)N1CCCC1	2	-7	-5	-6	-2	9	-2	-8	0	5
C=CCC(NCc1ccccc1)c1ccccc1 (stereo unspecified)	-3	-9	7	-16	-3	1	-5	1	-4	-1
O=C1c2ccccc2[C@@H]2C[C@@H](O)[C@H](Nc3cccc4ccccc34)CCN12	17	1	5	-6	-12	26	6	11	-9	7
Cc1ccc(SCC(=O)N2CCC(C(N)=O)CC2)cc1	0	2	-4	4	-6	3	6	2	-3	1
COc1cc(NC(=O)CN2CCN(c3ccccc3)CC2)c(C)cc1[N+](=O)[O-]	0	-1	8	-1	-3	13	2	-5	4	4
CCOC(=O)c1ccc(NC(=O)N2CCc3ccccc32)cc1	4	1	-10	-2	-1	-1	8	-18	-3	-2
Cc1nc(NCC2CCCO2)c2oc3ccccc3c2n1 (stereo unspecified)	-1	2	3	1	-2	8	1	0	1	0
COc1cccc(-c2csc(N3CCN(C(=S)Nc4ccccc4OC)CC3)n2)c1	6	-1	0	4	-1	-8	3	-10	-2	6
N#Cc1cccc(C(c2nnnn2C2CCCC2)N2CCCCCC2)c1 (stereo unspecified)	2	-11	-1	-7	-6	-5	2	-2	0	2
CC(C)(C)OC(=O)NCCc1nnc(SCC(=O)c2ccc(Cl)cc2)o1	-8	7	2	-5	-6	2	6	1	-2	0
COc1cc(C)nc(NS(=O)(=O)c2ccccc2Cl)n1	6	1	-2	2	-1	3	10	6	3	4
O=C(CCN1C(=O)C2CCCCC2C1=O)Nc1nc2c(F)cc(F)cc2s1 (stereo unspecified)	5	29	-4	2	-5	6	-3	-10	1	-1
Cc1ccc(S(=O)(=O)N(CC(=O)N2CCOCC2)c2ccc(C(C)C)cc2)cc1	-9	-2	-5	0	2	8	9	-1	2	0
O=C(CCC1CCN(Cc2ccccc2O)CC1)NC1CC1	-5	1	-2	0	2	0	5	-7	1	-5
CCCOC(=O)C1=C(C)NC2=C(C(=O)CCC2)C1c1ccc(N(C)C)cc1 (stereo unspecified)	0	-17	2	-8	4	-1	-4	0	5	3
CCN1CCN(Cc2ccc(NC(=O)c3cccc(-c4ccc5nc(NC(=O)C6CC6)sc5n4)c3)cc2C(F)(F)F)CC1	22	2	-79	-1	2	-29	8	nt	-1	3
C=CCN1C(=O)[C@H](CC(=O)NCc2ccc(C)o2)[C@@]2(C(=O)OCC)CCCC=C12	2	4	0	7	2	4	nt	nt	-2	1
COc1cc(C(F)(F)F)c(C(=O)N(C)Cc2cc(Cl)cc(Cl)c2)cn1	-6	-5	6	-3	2	-5	0	-6	3	-5
O=C(CCCc1ccccc1)NCCS(=O)(=O)N1CCN(c2ccccc2)CC1	2	3	-6	-2	1	7	-6	4	3	0
C1CCC2(CC1)C1=C(CCCC1)Nc1nnnn12	7	1	2	0	1	7	5	14	-1	-3
CC1CCC(C(C)C)C(OC(=O)Cn2c(-c3ccccc3)[n+](C)c3ccccc32)C1 (stereo unspecified)	10&9	-7&-13	-1&10	0&-2	-1&-2	1&1	-1&3	-2&1	-3&3	-2&-1
CCCCN(C(=O)C1CSC2(C)CCC(=O)N12)c1c(N)n(CC(C)C)c(=O)[nH]c1=O (stereo unspecified)	0	-1	-7	5	-1	-2	-8	4	2	0
CC(C)(C)[C@H](N)C(=O)N[C@H]1CCC2C3CC=C4C[C@@H](O)CC[C@]4(C)C3CC[C@@]21C (stereo partly specified)	0	-6	-4	4	1	-3	3	-2	0	0
Cc1c(C(=O)NCc2c(F)cc(F)cc2F)oc2ccc(S(=O)(=O)N3CCOCC3)cc12	2	3	-4	3	-4	-5	10	-3	0	-2
COc1ccc(C(=O)O)cc1S(=O)(=O)Nc1cccc(C)c1	0	0	5	1	-4	2	-1	1	-2	-2
CC(=O)NC(NC(C)=O)c1ccc(N(C)C)cc1	4	-1	-4	-3	-1	0	-1	1	3	-4
Cc1ccc(S(=O)(=O)N(C)CCCC(=O)Nc2ccncc2)cc1	-2	0	-4	4	3	-2	1	-2	1	1
CCC(C)Sc1ccc([C@H]2N[C@@](C)(C(=O)OC)[C@H]3C(=O)N(CC)C(=O)[C@@H]23)cc1OC (stereo partly specified)	-5	-4	2	5	0	-1	-3	-5	1	4
Cc1ccc(NC(=O)C2CCCN2C(=O)Oc2ccccc2)cc1C (stereo unspecified)	0	4	7	5	3	-1	5	3	0	0
COc1ccc(NC(=O)CC2(CC(=O)N3CCOCC3)CCCC2)cc1Cl	-2	2	-1	-5	-3	-3	7	-10	0	0
Cc1nc2ccccc2nc1OCC(=O)NCc1ccc2c(c1)OCO2	1	9	5	1	0	0	6	2	-1	-2
Cc1ccc(NC(=O)Nc2ccc(F)cc2)cc1Cl	4	7	6	2	6	-3	-1	-3	3	0
COCCNC(=O)CCN1N=C(c2ccccc2)CCC1=O	0	-6	4	4	0	-2	-1	-2	8	-3

Exported field by field: part of the list above
> Cc1nc2ccccc2nc1OCC(=O)NCc1ccc2c(c1)OCO2
  rCAG binder = 1; GC-A act = 9; SIAE inh = 5; NPR2 activator = 1; MBD2 inh = 0; ABHD4 inh = 0; TCR-CD3 inh = 6; HTRA1 inhibitor = 2; UHRF1 MBD2 ctr = -1; PRMT1 inh = -2

> CCCCN(C(=O)C1CSC2(C)CCC(=O)N12)c1c(N)n(CC(C)C)c(=O)[nH]c1=O (stereo unspecified)
  rCAG binder = 0; GC-A act = -1; SIAE inh = -7; NPR2 activator = 5; MBD2 inh = -1; ABHD4 inh = -2; TCR-CD3 inh = -8; HTRA1 inhibitor = 4; UHRF1 MBD2 ctr = 2; PRMT1 inh = 0

> CCC(C)Sc1ccc([C@H]2N[C@@](C)(C(=O)OC)[C@H]3C(=O)N(CC)C(=O)[C@@H]23)cc1OC (stereo partly specified)
  rCAG binder = -5; GC-A act = -4; SIAE inh = 2; NPR2 activator = 5; MBD2 inh = 0; ABHD4 inh = -1; TCR-CD3 inh = -3; HTRA1 inhibitor = -5; UHRF1 MBD2 ctr = 1; PRMT1 inh = 4

> Cc1ccc(S(=O)(=O)N(C)CCCC(=O)Nc2ccncc2)cc1
  rCAG binder = -2; GC-A act = 0; SIAE inh = -4; NPR2 activator = 4; MBD2 inh = 3; ABHD4 inh = -2; TCR-CD3 inh = 1; HTRA1 inhibitor = -2; UHRF1 MBD2 ctr = 1; PRMT1 inh = 1

More results.
SMILES	rCAG binder	GC-A act	SIAE inh	NPR2 activator	MBD2 inh	ABHD4 inh	TCR-CD3 inh	HTRA1 inhibitor	UHRF1 MBD2 ctr	PRMT1 inh
CC(C)C[C@@H](CN1CCC[C@H]1CN1C(=O)C(=O)NC[C@@H]1Cc1ccc(O)cc1)N1C[C@H](Cc2ccc(O)cc2)N(CC2CCCCC2)C(=O)C1=O	6	-2	1	4	-7	2	3	nt	1	-1
CCN(CC)C(=O)c1ccc2c(=O)n(Cc3ccc4c(c3)OCO4)c(=S)[nH]c2c1	-2	2	-1	1	5	2	1	-5	2	1
CCS(=O)(=O)N1CCN(C(=O)c2cccc(OC)c2)CC1	5	3	-1	-1	-5	-2	-6	2	6	-3
Cc1ccccc1-c1cc2nc(Oc3cccc(F)c3)n(C)c(=O)c2s1	5	-1	0	2	-4	1	-1	nt	-1	-3
COc1ccc(N2C(=O)CC(N3CCN(Cc4ccc5c(c4)OCO5)CC3)C2=O)cc1 (stereo unspecified)	-6	-3	6	1	4	-5	0	-2	1	7

Single records (already shown). Order of values: rCAG binder, GC-A act, SIAE inh, NPR2 activator, MBD2 inh, ABHD4 inh, TCR-CD3 inh, HTRA1 inhibitor, UHRF1 MBD2 ctr, PRMT1 inh
Shown for Cc1ccccc1-c1cc2nc(Oc3cccc(F)c3)n(C)c(=O)c2s1 → 5, -1, 0, 2, -4, 1, -1, nt, -1, -3
Shown for CCN1CCN(Cc2ccc(NC(=O)c3cccc(-c4ccc5nc(NC(=O)C6CC6)sc5n4)c3)cc2C(F)(F)F)CC1 → 22, 2, -79, -1, 2, -29, 8, nt, -1, 3
